Source: PubChem
Nrf2 activator: qHTS of Nrf2 Activators; AREc32 ARE-luciferase reporter (MCF7-derived line), luminescence, 24 h; Potency, µM (highest dose often 46.1 µM), without a hit: top-dose activation, actives largely listed as activators; actives 0.31% (n = 410,000); AID 624171, 2012; further: potency means the concentration at half of the fitted maximal effect; % of control where 0% means no effect; nearly all actives have a fitted effect of over 65% in size
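AREc32 cells carrying an ARE-driven firefly luciferase, 1000 cells/well in OPTI-MEM with 5% FBS, dosed after overnight attachment and incubated 24 hr at 37 deg C. Steady-Glo luminescence read after 30 min at RT.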
IL2 activator: qHTS of IL-2 Activators; IL-2 activation reporter assay, cell-based qHTS; stimulated with anti-CD3/CD4/CD28 beads; in transgenic mouse T cells; activation, % (series mostly up to about 46 µM); actives 0.065% (n = 360,000); in the data active means activation above about 50%; inconclusive means mostly about 30% to 49%; further: 0% is about no effect
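Unstimulated transgenic mouse T cells preincubated 60 min with compound, then stimulated with anti-CD3/anti-CD4-coated beads plus anti-CD28 for 18 h at 37 degrees C. IL-2 response read as EGFP and DsRed fluorescence by plate cytometry.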
EPAC2 agonist: qHTS for Agonist of cAMP-regulated guanine nucleotide exchange factor 4 (EPAC2): primary screen | Potency, µM (doses to about 154 µM), for the others: at the highest dose activation, usual class: activators | EPAC2 activation, biochemical qHTS; response scale: 100% = 6.5 mM cAMP response | AID 720711, 2013 | actives 0.079% (n = 360,000); further: potency means the concentration at half of the fitted maximal effect; nearly all actives have a fitted effect of over 50% in size
Target sequence (Q8WZA2 whole entry, looked up): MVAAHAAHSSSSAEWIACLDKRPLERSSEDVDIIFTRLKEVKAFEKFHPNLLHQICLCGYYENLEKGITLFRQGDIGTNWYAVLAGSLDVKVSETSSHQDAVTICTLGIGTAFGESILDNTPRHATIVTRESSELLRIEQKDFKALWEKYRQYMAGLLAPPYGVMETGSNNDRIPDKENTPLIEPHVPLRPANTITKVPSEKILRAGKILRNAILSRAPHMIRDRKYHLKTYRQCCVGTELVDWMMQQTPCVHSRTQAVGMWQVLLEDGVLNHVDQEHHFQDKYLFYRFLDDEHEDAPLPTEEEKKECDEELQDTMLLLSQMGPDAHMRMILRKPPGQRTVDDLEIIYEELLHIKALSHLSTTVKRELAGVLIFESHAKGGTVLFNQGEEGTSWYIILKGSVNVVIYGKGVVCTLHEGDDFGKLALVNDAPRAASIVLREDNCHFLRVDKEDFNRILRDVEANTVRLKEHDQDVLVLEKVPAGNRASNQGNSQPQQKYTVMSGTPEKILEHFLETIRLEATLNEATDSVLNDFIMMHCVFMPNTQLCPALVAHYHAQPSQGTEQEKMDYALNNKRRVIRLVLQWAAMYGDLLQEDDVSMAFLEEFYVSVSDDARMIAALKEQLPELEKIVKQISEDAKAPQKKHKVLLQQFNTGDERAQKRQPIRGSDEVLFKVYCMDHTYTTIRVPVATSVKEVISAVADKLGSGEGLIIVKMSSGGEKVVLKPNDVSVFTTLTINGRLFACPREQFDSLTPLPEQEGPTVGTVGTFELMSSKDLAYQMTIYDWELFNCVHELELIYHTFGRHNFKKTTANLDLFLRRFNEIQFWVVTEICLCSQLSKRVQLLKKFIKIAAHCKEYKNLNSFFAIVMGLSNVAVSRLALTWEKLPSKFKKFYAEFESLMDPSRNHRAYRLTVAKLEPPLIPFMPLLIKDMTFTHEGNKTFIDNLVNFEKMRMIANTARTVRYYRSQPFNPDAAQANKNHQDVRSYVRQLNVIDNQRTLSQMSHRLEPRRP
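Setup: EPAC2 100 nM, labeled Rap1B complex 250 nM, free GDP 50 uM. Compound titrations pinned in, brief spin, 5 min room temperature incubation. Kinetic fluorescence read over 30 min, normalized to 6.5 mM cAMP.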
Nrf2 block: Nrf2 qHTS screen for inhibitors | A549 ARE-Fluc reporter, luciferase luminescence, 18-24 h | Potency, µM (top dose mostly 46 µM), for inactives: at the top dose activity change, negative = inhibition, hits mostly inhibitors | actives 2.1% (n = 360,000) | AID 504444, 2011; further: potency means the concentration at half of the fitted maximal effect; on the % scale 0 is the no-effect control and ±100 the full control effect; nearly all actives have a fitted effect of over 60% in size
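A549 ARE_Fluc cells, 5000/well, 5% FBS OPTI-MEM; compounds in dose-response, 18-24 h at 37 °C/5% CO2; CellTiter-Fluor viability read (Ex 405/Em 525), then BugLite luciferase luminescence = Nrf2 activity.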
HepG2 tox: qHTS for Inhibitors of TGF-b: Cytotox Counterscreen | actives 0.76% (n = 410,000) | HepG2 CAGA-GFP viability, ATP luminescence, 18 h | Potency, µM (top dose mostly 46.1 µM), for the others: at the highest dose activity change, negative = cytotoxicity, usual class: cytotoxic; further: potency means the concentration at half of the fitted maximal effect; some results filed as inactive show a strong effect at the top dose
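CellTiter-Glo luminescence gave cytotoxicity after 18 hours at 37 degrees C. The cells were HepG2 CAGA-GFP in 1% FBS DMEM, stimulated with 500 pg/mL TGF-beta after compound addition. %Activity was normalised to no-cell wells (complete cell-killing) and DMSO (no toxicity), and curves were fitted and classified.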
TGFb SMAD3 inh: qHTS for Inhibitors of TGF-b. HepG2 CAGA-GFP TGF-b/SMAD3 reporter, GFP fluorescence, 18 h; TGF-beta stimulated, 500 pg/mL final. Potency, µM (highest dose often 46.1 µM), for the others: top-dose activity, negative = inhibition, actives largely listed as inhibitors. actives 1.2% (n = 410,000). AID 588855, 2011; further: potency means the concentration at half of the fitted maximal effect; on the % scale 0 is the no-effect control and ±100 the full control effect; nearly all actives have a fitted effect of over 65% in size
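Using HEPG2 CAGA-GFP reporter cells at 1000 cells/well, we pinned test compounds, stimulated with recombinant TGF-beta (500 pg/mL final) and measured total well GFP after 18 h.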
ATXN2 expr inh: Primary qHTS for Inhibitors of ATXN expression | AID 1745845, 2022 | Potency, µM (doses to about 57 µM), without a hit: at the highest dose activity change, negative = inhibition, actives largely listed as inhibitors | actives 0.72% (n = 360,000) | HEK-293 ATXN2-luciferase reporter, luminescence, 24 h; further: potency means the concentration at half of the fitted maximal effect; on the % scale 0 is the no-effect control and ±100 the full control effect; nearly all actives have a fitted effect of over 55% in size
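qHTS (up to 57 uM final) was run with 24 h compound exposure of reporter cells at 37 °C. Each well was multiplexed: SteadyGlo luminescence measured ATXN2-luciferase expression after a fluorogenic Gly-Phe-AFC viability readout (25 uM final).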
ATXN viability: Viability Counterscreen for Primary qHTS for Inhibitors of ATXN expression; Potency, µM (top dose mostly 56.7 µM), actives largely listed as cytotoxic; actives 0.49% (n = 400,000); S2 cells (HEK-293 line with an ATXN2-luciferase reporter) viability, CellTiter-Fluor protease fluorescence, 24 h; AID 651635, 2014; further: potency means the concentration at half of the fitted maximal effect; nearly all actives have a fitted effect of over 40% in size
A549 viability: Nrf2 qHTS screen for inhibitors: counterscreen for cytotoxicity | A549 ARE-Fluc cells, CellTiter-Fluor viability, 18-24 h | Potency, µM (series often up to 46 µM), without a hit: at the highest dose activity change, negative = cytotoxicity, most hits filed as inhibitors | AID 504648, 2011 | actives 0.16% (n = 390,000); further: potency means the concentration at half of the fitted maximal effect; on the % scale 0 is the no-effect control and ±100 the full control effect
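A549 ARE-Fluc cells in 5% FBS OPTI-MEM, 5000 cells/well, rested 2 h then exposed to compounds in concentration-response for 18-24 h at 37 °C. Viability by CellTiter-Fluor fluorescence (Ex 405/Em 525) after 30 min; luciferase luminescence (BugLite, 15 min, RT) read afterwards.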
Numbers without * were called inactive; i = inactive; ? = inconclusive; nt = no result given; & = joins results of further samples; [ ] = another dose, or the depositor's remark. Unless noted, the call rests on the fitted dose curve; in most records, active means well fitted curve in the direction sought with a large enough effect; inconclusive means small, poorly fitted or top-dose-only effect, or another doubt; inactive means no such curve, though single readings can be large; an effect the other way counts as inactive or inconclusive.

SMILES	Nrf2 activator	IL2 activator	EPAC2 agonist	Nrf2 block	HepG2 tox	TGFb SMAD3 inh	ATXN2 expr inh	ATXN viability	A549 viability
COc1ccc(NC(=O)CSc2nc3nc(C)cc(C)n3n2)cc1	0.3%&-0.5%	1.4	3%	-29%	1%&1%	6%&-27%	5%	i	-3%&11%
Cc1cc(Nc2cccc(C(F)(F)F)c2)nc2ccc(NC(=O)c3cncc(Br)c3)cc12	4.2%	nt	nt	21µM*	10µM*	?	nt	nt	-21%
Cc1[nH]c(=O)[nH]c(=O)c1NC(=O)c1sc2nc3c(C)cccc3cc2c1N	3.3%	-0.5	-12%	3%	20%	-6%	4%	i	-2%
NC(=O)CCCCC(=O)OCCCc1cccs1	0.2%	-0.7	0%	2%	-1%	1%	-3%	i	-2%
CCOc1cc(CNCc2ccncc2)cc(Cl)c1OC	0.2%	-2.6	15%	7%	13%	6%	-1%	i	3%
Cc1nc2ccc(NC(=O)COc3ccccc3[N+](=O)[O-])cc2s1	0.2%	1.7	-1%	-9%	-7%	-5%	32%[activator]	i	-4%
Cc1ccc(C(=O)OCn2nnc3ccccc3c2=O)cc1[N+](=O)[O-]	-1.8%	-0.4	9%	-6%	-26%	-24%	-9%	i	5%
CC12CCCCC1c1ccccc1C(=NCC(=O)O)N2 (stereo not drawn)	0.0%	0.0	10%	13%	-12%	19%	nt	nt	7%
CC(C)CN(C(=O)CSc1ccc2c(c1)OCCO2)c1c(N)n(CC(C)C)c(=O)[nH]c1=O	-0.3%	-0.1	1%	3%	-22%	?	-14%	i	0%
O=C1c2ccccc2C(=O)N1CSc1nnnn1-c1ccccc1	-0.5%	0.8	3%	1%	-10%	14%	-8%	i	nt
Cn1cccc1Cc1nnc(SCC(=O)Nc2ccc3c(c2)OCCO3)n1CCc1ccccc1	0.0%	0.8	13%	22%	-13%	11%	0%	i	-10%
COC(=O)CCC(=O)N(CCN(C(=O)CCC(=O)OC)c1ccccc1)c1ccccc1	2.8%	0.7	10%	3%	-3%	0%	-5%	i	-5%
N#CCSc1ncccc1-c1nc2ccccc2[nH]1	0.7%	0.3	18%	nt	-14%	0%	2%	i	0%
COc1ccc(C(=O)N(CC(=O)Nc2sc(C)c(C)c2C(N)=O)C2CCCC2)cc1	0.0%	-0.4	-1%	?	6%	4%	-10%	?	-14%
CCC(=O)N1c2ccc(S(=O)(=O)N3CCC(C)CC3)cc2CC1C (stereo not drawn)	4.6%	nt	nt	-22%	-26%	2%	11%	i	2%
O=C(c1ccc(Cl)c(S(=O)(=O)N2CCCCCC2)c1)N1CCCCC1	2.9%	-1.8	9%	2%	-13%	-8%	-2%	i	-1%
COc1cccc(C(=O)Nc2ccc(-c3cn4cccnc4n3)cc2)c1OC	2.2%	nt	nt	-25%	-5%	-19%	-1%	i	1%
Cc1ccc2oc(=O)c3cnn(CC(=O)N(CCN(C)C)Cc4ccco4)c3c2c1	-0.5%	-0.6	12%	3%	13%	4%	?	?	?
COc1ccccc1NS(=O)(=O)c1cccc(C(=O)NCC2(N(C)C)CCCCC2)c1	-0.5%	-0.1	5%	-2%	-6%	5%	-7%	i	-11%
CC(C)c1ccccc1NC(=O)COC(=O)c1cc(=O)[nH]c(=O)[nH]1	-0.2%	-4.7	-3%	-1%	6%	2%	?	i	-1%

Taken from above, 3 compounds:
SMILES	Nrf2 activator	IL2 activator	EPAC2 agonist	Nrf2 block	HepG2 tox	TGFb SMAD3 inh	ATXN2 expr inh	ATXN viability	A549 viability
Cc1ccc2oc(=O)c3cnn(CC(=O)N(CCN(C)C)Cc4ccco4)c3c2c1	-0.5%	-0.6	12%	3%	13%	4%	?	?	?
COc1ccccc1NS(=O)(=O)c1cccc(C(=O)NCC2(N(C)C)CCCCC2)c1	-0.5%	-0.1	5%	-2%	-6%	5%	-7%	i	-11%
CC(C)c1ccccc1NC(=O)COC(=O)c1cc(=O)[nH]c(=O)[nH]1	-0.2%	-4.7	-3%	-1%	6%	2%	?	i	-1%

Next entries
SMILES	Nrf2 activator	IL2 activator	EPAC2 agonist	Nrf2 block	HepG2 tox	TGFb SMAD3 inh	ATXN2 expr inh	ATXN viability	A549 viability
CC(C)c1ccc(OCC(=O)Nc2ccc(S(=O)(=O)Nc3ncccn3)cc2)cc1	0.1%	nt	nt	11%	-1%	-9%	10%	i	-6%
Cc1ccc(Nc2c(-c3cccnc3)nc3ccc(Cl)cn23)cc1	-0.3%	nt	nt	?	1%	22%	-9%	?	-10%
Cc1ccc(OC(=S)Nc2ccc(O)cc2)cc1	1.8%	-1.4	-14%	-12%	1%	17%	8%	i	-4%
Cc1ccc(-n2nnnc2-c2cnn(-c3ccc(F)cc3)c2C(F)(F)F)cc1	0.1%	1.9	3%	?	-30%	0%	-16%	?	-12%
CC(=O)NCCn1c(SCc2ccccc2F)nc2ccccc2c1=O	-0.3%	-1.7	-7%	-25%	-20%	-24%	-7%	?	0%
COc1ccc(NC(=O)C2CCCN(S(=O)(=O)c3cccc4cccnc34)C2)cc1 (stereo not drawn)	0.5%	-0.5	10%	23µM*	0%	-17%	?	?	-20%
O=C(CCc1ccccc1)Nc1cc2c(cc1C(=O)O)OCCCO2	0.3%	0.8	0%	25%	1%	1%	-9%	i	2%
O=C(NCC(c1ccc2c(c1)OCO2)N1CCOCC1)c1cccc(Cl)c1 (stereo not drawn)	0.3%	nt	nt	nt	-9%	-7%	-10%	i	-12%
Cc1ccc(NC(=O)C2CCCN2C(=O)Oc2ccccc2)cc1C (stereo not drawn)	0.4%	-0.5	2%	5%	-3%	-5%	-4%	i	16%
O=C(O)Cn1cc2c(n1)CCCC2	-0.6%	-3.6	9%	nt	5%	0%	9%	i	0%
COc1cc2c(cc1NC(=O)COc1ccc(Br)cc1C)oc1ccccc12	3.3%	nt	nt	9%	5%	11%	6%	i	3%
COc1c(C(=O)NCCSC(C)(C)C)ccc2ccccc12	2.8%	-0.7	16%	?	-6%	10%	24%	i	-1%
COc1ccc([C@H]2CN(c3ccc(OC)cc3)C(=O)[C@@H]2CC(=O)Nc2ccccc2)cc1	8.4%	-1.1	1%	nt	-28%	10%	28%	i	nt
CCN(CC)C(=O)/C(=C/c1cccc([N+](=O)[O-])c1)NC(=O)c1ccco1	1.2%	-0.3	0%	-9%	-2%	-1%	-8%	i	-2%
COc1ccc(C(=O)NCC(C)(C)N2CCOCC2)cc1S(=O)(=O)N1CCCC1	-0.5%	-3.0	7%	9%	5%	6%	-3%	i	0%
CC(NC(=O)NC(=O)c1ccc(Cl)cc1Cl)C1CC1 (stereo not drawn)	3.2%	-4.3	8%	?	-19%	?	29%	i	2%
CC1CCCCN1C(=O)Cn1cnc2c1c(=O)n(C)c(=O)n2C (stereo not drawn)	0.2%	-0.8	2%	-27%	-4%	-1%	nt	i	0%
NC(c1ccccc1)c1cccs1 (stereo not drawn)	0.1%	-0.6	11%	nt	-1%	6%	14%	i	nt
CCn1cc(CNC(=O)c2ccc(OC3CCN(Cc4ccccn4)CC3)cc2)cn1	2.6%	-1.5	8%	12µM*	-13%	-15%	-27%	i	1%
CCn1c(CNc2ccc(Cl)cc2)nnc1SCc1ccc(C)cc1	0.2%	-3.4	0%	-11%	-23%	?	?	i	0%
Cc1ccc(C(=O)N2CCN(c3ccc([N+](=O)[O-])cc3)CC2)o1	3.0%	-0.1	1%	?	-4%	-1%	8%	?	-16%
Fc1cccc(C2NN=C(c3ccccc3)S2)c1 (stereo not drawn)	3.5µM*	-2.7	2%	?	-19%	-21%	-28%	i	10%
COC(=O)c1cn(NC(=O)/C=C/c2cc(OC)ccc2OC)c(=O)c2ccccc12	4.6%	0.6	-2%	-19%	-3%	5%	-16%	i	8%
C[C@H]1CN([C@@H](C)CO)S(=O)(=O)c2ccc(Br)cc2O[C@@H]1CN(C)S(=O)(=O)c1ccccc1	-0.2%	-3.2	4%	nt	-5%	3%	-12%	?	nt
O=C1CC(N2CCC(c3nc4ccccc4[nH]3)CC2)C(=O)N1c1cccc(F)c1 (stereo not drawn)	3.1%	5.1	5%	1%	-54%	-5%	-25%	i	4%
O=C(CSc1nnc(COc2ccc(Cl)cc2)o1)N1CCCC1	0.3%	-1.7	1%	11%	-1%	0%	-2%	i	1%
CCOc1ccc(C(=O)N2CCN(c3ccccc3)CC2)cc1	2.3%	0.3	-2%	4%	-5%	0%	7%	i	1%
O=C(CC1C(=O)NCCN1Cc1ccc(F)c(F)c1)NCCCn1ccnc1 (stereo not drawn)	-0.8%	0.2	11%	-8%	-1%	18%	0%	i	-6%
CCOC(=O)c1cccc(NC(=O)CCc2nnc3ccc(N4CCCCC4)nn23)c1	-0.4%	-1.4	2%	22%	-32%	-20%	4%	i	2%
COC(=O)CCN(c1ccccc1)C(CNS(=O)(=O)c1ccccc1)c1ccccc1 (stereo not drawn)	7.1%	nt	nt	?	-35%	?	-25%	i	3%
CCOC(=O)CSc1nnc(CNC(=O)c2cccs2)n1-c1cccc(C)c1	0.1%	-3.9	7%	16%	-22%	?	-1%	i	-3%
O=C(NCCNS(=O)(=O)c1ccc(Cl)cc1)c1cc(OCC(F)(F)F)ccc1OCC(F)(F)F	1.9%	-2.5	1%	-9%	-16%	-4%	-25%	i	-3%
